Screening results: PubChem, several laboratories
MITF TRPM1 HTS: activators of MITF-driven TRPM1 promoter reporter, primary screen, cell-based, SK-MEL-5, luciferase, single point; SK-MEL-5 TRPM1-promoter luciferase, 24 h; % of positive control, neutral wells = 0; AID 588334, 2011; 300,000 tested, 0.75% active; activation, % at 12.5 µM;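 active = mean activation of at least 80% with every replicate also reaching 80%; inconclusive = mean reaches 80% but some replicate falls short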;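 note: 0% = neutral control wells and 100% = parthenolide positive control wells; values of inactives mirror those of a sister screen read the other way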
Wnt bcat act: Wnt/beta-catenin pathway activators, primary screen, cell-based, plate reader, single point | AID 743398, 2014 | Wnt/beta-catenin reporter cell assay, activator | 300,000 tested, 1.2% active | activation, % at 9.35 µM; in the data active = activation above about 30%, passing the limit was not always enough; inconclusive = no clear call, values can overlap the other calls;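 note: 0% = neutral control wells and 100% = positive control wells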
CAL PDZ FP-1: CAL PDZ peptide-binding inhibitors, primary screen, biochemical, fluorescence polarization, Cer-tagged CAL PDZ, HTS; Golgi-associated PDZ and coiled-coil motif-containing protein (Homo sapiens), Q9HD26; AID 504414, 2011; inhibition, % at 20 µM; 330,000 tested, 0.02% active; purified CAL PDZ, TMR-peptide fluorescence polarization, 1 h;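 active = highest replicate inhibition of at least 40%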;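 note: plate controls were DMSO neutral control wells for no effect and unlabeled competitor peptide control wells for full effect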
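Test system: purified CerCALP PDZ construct; Compound dosing: one concentration, 20 µM compound; Also added: TMR-labelled reporter peptide T*-PRC34 bound in PDZ groove; Read-out: inhibition from polarization loss; Controls: unlabelled peptide and DMSO controls; Signal: FP readout, S and P plane fluorescence; Incubation: 1 h at RT.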
CDK5 inh: inhibitors of human CDK5/p35 kinase, primary screen, biochemical, single concentration | 330,000 tested, 0.01% active | inhibition, % at 10 µM | Recombinant CDK5/p35, ADP-Glo luminescence, 60 min | Cyclin-dependent kinase 5 (Homo sapiens) + Cyclin-dependent kinase 5 activator 1 (Homo …;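 active = highest replicate inhibition of at least 50% and at least 75% of replicates reaching 50%; inconclusive = only one of the two criteria met; inactive = both criteria failed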;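 note: plate controls were DMSO neutral control for no effect and GW8510 at 10 µM for full effect; many of its hits are not listed in these tables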
Target sequence (Q00535 whole entry, looked up): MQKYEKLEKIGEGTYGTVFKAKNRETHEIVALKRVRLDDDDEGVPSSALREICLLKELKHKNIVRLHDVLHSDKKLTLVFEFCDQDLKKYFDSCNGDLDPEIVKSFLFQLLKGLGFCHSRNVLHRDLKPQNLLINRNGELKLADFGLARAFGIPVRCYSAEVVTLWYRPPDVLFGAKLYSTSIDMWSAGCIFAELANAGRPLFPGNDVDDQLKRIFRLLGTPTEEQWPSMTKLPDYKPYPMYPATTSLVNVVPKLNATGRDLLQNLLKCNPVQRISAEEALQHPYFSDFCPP
Target sequence (Q15078 whole entry, looked up): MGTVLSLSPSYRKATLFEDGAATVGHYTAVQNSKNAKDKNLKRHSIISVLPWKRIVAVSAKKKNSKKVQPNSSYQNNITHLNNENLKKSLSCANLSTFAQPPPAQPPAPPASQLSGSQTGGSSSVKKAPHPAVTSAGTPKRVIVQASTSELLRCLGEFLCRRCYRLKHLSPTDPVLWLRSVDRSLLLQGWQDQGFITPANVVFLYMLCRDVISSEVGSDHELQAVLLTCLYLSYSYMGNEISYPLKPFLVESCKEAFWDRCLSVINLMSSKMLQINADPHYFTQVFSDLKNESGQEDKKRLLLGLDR
Tat export inh: E. coli Tat export inhibitors, primary screen, MC4100, TorA-mCherry reporter, fluorescence, single point. inhibition, % at 10 µM. 340,000 tested, 0.036% active. AID 488895, 2010;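 active = mean replicate inhibition at least 50% and at least half of replicates individually reaching 50%; inconclusive = only one of the two criteria met; inactive = neither criterion met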;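 note: exported cargo escapes ClpAP degradation while cytoplasmic cargo is degraded and loses fluorescence; 0% = median of neutral control wells and 100% = median of NaSCN control wells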
CAL PDZ FP-2: untagged CAL PDZ binding inhibitors, primary screen, biochemical, fluorescence polarization, HTS; Golgi-associated PDZ and coiled-coil motif-containing protein (Homo sapiens), Q9HD26; inhibition, % at 24.9 µM; purified CAL PDZ, TMR-peptide fluorescence polarization, 1 h; 300,000 tested, 0.92% active; AID 602252, 2012;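 active = mean inhibition of at least 30% with at least half of replicates also reaching 30%; inconclusive = no clear call, values can overlap the other calls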;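 note: 0% = DMSO neutral control and 100% = excess unlabeled competitor peptide PRC23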
dFosB act: activators of delta FosB homodimer, primary screen, biochemical, fluorescence polarization, TAMRA-CDK5 oligo, single point. Protein FosB (Mus musculus), P13346. activation, % at 25 µM. 340,000 tested, 0.99% active. AID 493131, 2011. purified delta FosB; percent of positive-control signal above neutral wells;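 active = mean activation above about 17%, with every replicate also reaching it, limit read from the data, passing the limit was not always enough; inconclusive = only one of the two conditions met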;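 note: fluorescence polarization rise as delta FosB binds a TAMRA Cdk5 AP-1 oligo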
RTF Ca sens act: cardiac RTF calcium sensitivity activators, primary screen, biochemical, IANBD-TnC fluorescence, EC20 calcium. 340,000 tested, 0.24% active. Troponin I, cardiac muscle (Homo sapiens) + Troponin T, cardiac muscle (Homo sapiens) + …. IANBD-labeled TnC RTF fluorescence at EC20 calcium; 0% EC20 calcium, 100% full calcium. activation, % at 7.2 µM;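 active = activation above the mean over all tested compounds plus 3 SD, cut at about 30% in these data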;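 note: rise in fluorescence read as greater calcium sensitivity of cardiac thin filaments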
V-ATPase pHluor: regulators of yeast V-ATPase proton pumping, primary screen, pHLuorin cytosolic pH fluorescence; S. cerevisiae; response, % at 10 µM; 350,000 tested, 0.37% active; AID 504577, 2011; in the data active = response mostly above about 7.3%, no sharp cut-off; inactive = mostly below about 5.4%; note: actives read high; inactives centre near 0; some compounds called inactive have numbers as strong as hits
Rtt109 HAT inh: inhibitors of C. albicans Rtt109/Vps75 HAT, primary screen, biochemical, ThioGlo CoA-SH fluorescence, plate reader | 330,000 tested, 0.16% active | purified Rtt109/Vps75, 4 h | inhibition, % at 34.9 µM | Histone acetyltransferase RTT109 (Candida albicans (strain SC5314 / ATCC MYA-2876)), …;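 active = inhibition of at least 50% in every replicate; inconclusive = best replicate reaches 50% inhibition but some replicates fall short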
Target sequence (Q5AAJ8 whole entry, looked up): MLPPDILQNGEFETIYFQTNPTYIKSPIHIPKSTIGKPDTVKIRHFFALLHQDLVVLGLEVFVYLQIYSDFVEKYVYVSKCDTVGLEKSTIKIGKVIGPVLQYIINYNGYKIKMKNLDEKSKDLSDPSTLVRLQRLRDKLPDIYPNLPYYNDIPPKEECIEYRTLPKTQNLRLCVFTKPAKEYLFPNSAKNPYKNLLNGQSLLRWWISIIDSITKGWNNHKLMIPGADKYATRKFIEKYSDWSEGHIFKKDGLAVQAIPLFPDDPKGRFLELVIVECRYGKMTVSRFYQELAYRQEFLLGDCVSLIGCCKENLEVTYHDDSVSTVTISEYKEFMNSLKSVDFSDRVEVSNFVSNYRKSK
The depositor's hits bear a star; ? = inconclusive; nt = no result given. Outcome played no part in choosing rows; overall some 4.1% were active at least once.

dFosB act,Rtt109 HAT inh,CAL PDZ FP-1,MITF TRPM1 HTS,Tat export inh,CDK5 inh,CAL PDZ FP-2,Wnt bcat act,RTF Ca sens act,V-ATPase pHluor,structure
-3,nt,-3.4,24,-8,-1.9,-3,1,-2,0,Cc1cc2oc(=O)cc(Cn3ccnc3)c2cc1Cl
-6,-7,-1.3,nt,3,-1.3,nt,-2,2,-2,COc1ccc(CCNC(=S)NC(=O)c2ccc(Br)cc2)cc1OC
-6,-2,-0.9,-3,-2,1.5,1,-3,0,1,CC(=O)N(C)c1ccc(N2CCOCC2)c2c1C(=O)c1ccccc1C2=O
-18,-6,-4.6,10,6,-0.2,-3,1,0,-2,CN(CC(=O)Nc1ccc(F)cc1)C(=O)c1ccc(-c2ccc(Cl)cc2)o1
-10,3,-3.5,-6,-2,1.1,1,2,-1,-3,CC1CC(C)(C)CC2(C1)NC(=O)N(CC(=O)NCc1ccccc1F)C2=O (stereo unspecified)
4,-5,-0.2,31,0,0.1,0,1,-4,1,N#CC(=Nc1ccccc1)c1ccccc1
0,0,-0.1,nt,-2,-2.0,-6,nt,-1,-4,Cc1ccc(CNC(=O)CCCNC(=O)c2ccc(Cl)cc2)n1C
-4,?,-3.7,nt,7,-1.3,-1,nt,4,-3,Cc1c(CCOC(=O)CC23CC4CC(CC(C4)C2)C3)sc[n+]1CC(=O)c1ccc(Br)cc1
3,0,-2.3,-13,-5,0.0,-2,-1,-1,0,O=C(CNC(=O)c1ccc(OC(F)F)cc1)NCC1CCCO1 (stereo unspecified)
5,-3,-0.3,1,0,-0.3,-3,2,4,1,CCSc1cnn(-c2ccccc2)c(=O)c1Cl
-1,4,9.9,-12,-6,-1.9,-4,-8,5,2,COc1ccccc1CNc1ncnc2cc(OC)c(OC)cc12
-3,-3,-1.4,-7,-1,1.2,nt,nt,-1,1,Cn1c(=O)c2c(nc(NCc3cccnc3)n2Cc2cccc(C(F)(F)F)c2)n(C)c1=O
-5,-15,-0.5,-6,-3,2.1,-5,nt,-1,-2,COc1ccc(C2C(C(=O)N3CCCC3)c3cc(OC)c(OC)cc3C(=O)N2C)cc1 (stereo unspecified)
-3,3,-0.4,nt,-8,-7.9,0,-7,1,-3,COc1ccc(Cl)cc1NC(=O)C1CCCN(S(C)(=O)=O)C1 (stereo unspecified)
1,-2,0.5,-2,-11,0.3,-1,nt,0,0,OCC[C@@H]1C[C@H](O)[C@@H](O)[C@@]2(OCCc3ccccc32)O1
-4,-11,-0.9,-11,1,0.1,-1,7,-1,2,CN1CCN(C(=O)/C(=C\c2cccnc2)NC(=O)c2cccc(Br)c2)CC1
-4,-3,0.0,5,6,0.0,-11,0,2,3,CCOC(=O)c1nc2sc3c(c2c(=O)n1C(C)C(=O)OCC)CCCC3 (stereo unspecified)
0,-12,-0.3,0,-1,-4.8,1,-1,12,-2,O=C(C1CCN(S(=O)(=O)N2CCOCC2)CC1)N1CCN(c2ccccc2F)CC1
0,-6,-0.7,-5,8,0.0,-3,1,-1,1,CSc1ccc(C#N)cc1NC(=O)c1ccccc1C
3,6,1.0,12,12,0.2,3,19,2,-3,CC1CCc2c(sc(NC(=O)c3cccs3)c2C(=O)O)C1 (stereo unspecified)

Quoted at random: two records from the list, in no set order.
dFosB act,Rtt109 HAT inh,CAL PDZ FP-1,MITF TRPM1 HTS,Tat export inh,CDK5 inh,CAL PDZ FP-2,Wnt bcat act,RTF Ca sens act,V-ATPase pHluor,structure
-4,-3,0.0,5,6,0.0,-11,0,2,3,CCOC(=O)c1nc2sc3c(c2c(=O)n1C(C)C(=O)OCC)CCCC3 (stereo unspecified)
3,6,1.0,12,12,0.2,3,19,2,-3,CC1CCc2c(sc(NC(=O)c3cccs3)c2C(=O)O)C1 (stereo unspecified)

(continued)
dFosB act,Rtt109 HAT inh,CAL PDZ FP-1,MITF TRPM1 HTS,Tat export inh,CDK5 inh,CAL PDZ FP-2,Wnt bcat act,RTF Ca sens act,V-ATPase pHluor,structure
-4,-3,-1.3,-9,-1,-0.3,1,-2,0,-3,CC1(C)CC(=O)C2=C(C1)OC(=O)CC2c1cccs1 (stereo unspecified)
-11,5,1.2,16,-1,1.6,-2,nt,3,4,CC(=O)c1cc(C#N)c(SCc2ccncc2)nc1C
3,-2,-1.4,-10,-2,-1.8,-2,-1,6,-4,Cn1c(Sc2ccc(Br)cc2)c(C=O)c2ccccc21
3,-20,0.4,-3,-4,2.9,-6,-1,-4,0,Cc1ccccc1NN=Nc1nc2c([nH]1)c(=O)n(C)c(=O)n2C
-1,12,-2.5,4,3,-0.5,-3,-5,-6,-1,S=C(NC1CCCC1)N1CCN(c2cccc(Cl)c2)CC1
-4,-11,-0.6,nt,-9,-2.5,nt,-1,1,-3,Cc1cc(C)n2nc(CNS(=O)(=O)c3ccc(F)c(C)c3)nc2n1
3,1,-0.4,6,10,-0.5,-5,nt,6,7,COC(=O)c1ccc(NC2=CC(=O)CC(C)(C)C2)cc1
0,6,-2.0,9,-2,-2.1,-1,5,11,-3,C/C(CC(=O)Nc1ccc(Cl)c(C(F)(F)F)c1)=N\NC(=O)c1cccc(O)c1
-7,5,-3.2,3,-4,0.1,12,5,-5,6,Cc1ccc(N(CCC#N)C(=O)COC(=O)C2CCN(S(=O)(=O)c3ccc4c(c3)OCCO4)CC2)cc1
-4,-4,0.3,4,-2,-3.1,-2,-3,-2,0,COc1ccc(-c2csc(NCCn3c(C)nc4cc(C(F)(F)F)ccc43)n2)cc1
-4,3,-0.4,-3,-4,-2.4,0,-1,-4,3,O=C(c1ccc([N+](=O)[O-])cc1)N1CCN=C1SCc1ccccc1
-4,-3,-2.2,0,-16,1.9,-5,-2,-2,3,O=C(CCN1C(=O)C2CC=CCC2C1=O)Nc1cc(C(F)(F)F)ccc1N1CCCC1 (stereo unspecified)
1,0,-0.7,0,1,-1.6,-3,nt,-5,1,O=[N+]([O-])c1ccc(O)c(-c2nn[nH]n2)c1
-17,-5,-0.1,-4,1,0.7,-5,-5,3,3,Cc1ccc(NC(=O)CN(c2ccc3c(c2)OCO3)S(=O)(=O)c2c(C)n[nH]c2C)cc1
-4,2,-0.4,3,-5,0.4,1,-4,1,1,COc1cccc(/C=N/n2c(C3CCCCC3)n[nH]c2=S)c1OC
-3,-5,-0.3,-13,4,0.9,nt,6,-3,-5,Brc1ccc(-c2noc(COc3ccc4ccccc4c3)n2)o1
7,3,-1.1,14,5,2.5,-2,-1,-3,-4,CCc1ccc(NC(=O)c2cc(-c3ccc(OC)cc3)on2)cc1
1,6,-0.7,2,-3,2.1,0,0,-4,-2,COc1ccc(CCNC(=O)C(C(=O)c2ccc(F)cc2)n2ccccc2=O)cc1OC (stereo unspecified)
3,-4,-0.3,6,4,0.7,-6,-1,8,3,COCC(Cc1ccccc1)NC(=O)Cn1cc(C)c(=O)[nH]c1=O (stereo unspecified)
-1,0,0.6,13,15,-18,nt,2,-3,-1,CC(C)NC(=O)c1cc(-c2ccco2)on1
-4,-11,nt,7,-2,0.6,-4,nt,4,0,CCC(C(=O)O/N=C(\N)c1ccccc1)c1ccccc1 (stereo unspecified)
1,7,-0.6,-3,-1,0.5,1,nt,-6,4,N=C1C(c2nc(-c3ccc(F)cc3)cs2)=C(O)CN1CCCN1CCOCC1
-10,14,-0.3,-8,-13,-2.1,nt,-2,3,4,COc1ccc(CCNC(=O)CN2C(=O)NC(C)(c3ccc([N+](=O)[O-])cc3)C2=O)cc1 (stereo unspecified)
-9,0,-0.6,?,2,-0.3,-3,nt,-1,-1,COCn1c(COc2ccc3ccccc3c2)nc2ccccc21
-12,7,-0.4,7,-1,-2.8,-2,0,-4,-3,COc1ccccc1NC(C)C(=O)N/N=C/c1ccccc1OCc1cccc(Br)c1 (stereo unspecified)
-12,-2,-2.3,1,-1,-0.3,nt,nt,-2,1,O=C(CN(C(=O)c1ccc(Cl)cc1Cl)N1C(=O)C2C3C=CC(C3)C2C1=O)c1ccc(F)cc1 (stereo unspecified)
-5,-13,-1.3,-6,-3,0.7,2,-1,-1,1,COc1ccccc1C(=O)NCCC(=O)N1CCCC(C)C1 (stereo unspecified)
-2,11,-1.9,-6,-3,0.2,-3,-1,-11,0,O=C(c1ccc(CS(=O)(=O)c2ccccc2)o1)N1CCN(c2ccccc2)CC1
-7,6,-1.6,7,0,0.4,-2,-1,-6,0,COc1ccc(OC)c(C(=O)c2coc3cc(Br)c(O)c(Br)c23)c1
-1,-10,0.2,-3,18,2.0,3,3,12,9,Cc1ccc(C23CC4CC(CC(C(=O)OCC(=O)N(C)C)(C4)C2)C3)cc1
-13,7,-1.3,23,21,-1.8,nt,-8,0,0,CCOC(=O)c1c(NC(=O)CN2CCCCC2)sc2c1CCCC2O (stereo unspecified)
-1,-1,-2.2,5,-1,-0.1,-8,1,-3,0,Cn1c(=O)c2c(nc(Oc3ccccc3Br)n2C)n(C)c1=O
-8,-4,-1.8,21,-1,-8.1,-3,-6,-1,-2,COc1cccc(CC(=O)Nc2ccc3nc(C)sc3c2)c1
-8,-6,-0.6,38,10,-2.9,nt,-2,8,-3,CCc1ccc(NC(=O)CSc2nc3ccccc3nc2N2CCCCC2)cc1
-3,4,-1.7,7,-11,0.4,-9,-1,-1,2,COc1ccc(COC(=O)Nc2cn(C)nc2C(F)(F)F)cc1
-2,-5,0.1,1,-11,1.6,-1,nt,-5,0,NCCCC[C@@H](C(=O)NCCCCCCCCCCC(=O)N1CCNCC1)n1cc(CCCC(=O)O)nn1
-19,2,0.5,-20,5,0.8,-4,-3,-7,-4,Cc1cc(C)cc(NC(=O)CNC(c2ccccc2)c2ccccc2)c1
-2,5,-1.6,-6,-4,4.6,-3,2,3,2,O=C(NC(=S)NCCCN1CCOCC1)c1ccco1
-6,-7,-0.2,8,2,1.3,2,-4,-4,-2,COc1ccc(C2C(C)C(=O)C(C)C(c3ccc(OC)cc3)N2N=O)cc1 (stereo unspecified)
44*,-4,0.3,-47,-1,-0.1,-5,0,2,3,C=CCn1c(SCC(=O)Nc2ccccc2OC)nc2c([nH]c3ccccc32)c1=O
-2,-2,-0.5,-12,2,-1.0,1,0,6,6,Cc1ccc(S(=O)(=O)/N=c2\sccn2C)cc1
